SUMO Mot1 rescue: inhibitors of SUMOylation pathway: yeast Mot1-301 growth rescue. AID 2716. growth rescue, % at 18.8 µM. 320,000 tested, 1% active. S. cerevisiae Mot1-301 growth rescue, ATP luminescence, 38.5C; percent above DMSO median, 100 means doubled;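 active = every valid replicate shows activation above 250% relative to neutral control wells; inactive = the rest, any valid replicate at or below 250%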;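 note: OY570 slx delta 5 strain wells were the positive control but not used for scaling; some compounds called inactive have numbers as strong as hits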
OPRM1-OPRD1 inv: inverse agonist of human OPRM1-OPRD1 heterodimerization. cell-based MOR-DOR heterodimer luminescence, inverse agonism. inhibition, % at 9.3 µM. 340,000 tested, 0.21% active. AID 504357; in the data active = inhibition above about 22%, passing the limit was not always enough;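 note: 0% = cells with DMSO and 100% = wells without cells with DMSO; values of inactives mirror those of a sister screen read the other way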
HTR5A ag: counter-screen for OPRM1-OPRD1 agonists: human HTR5A agonism. P47898. HTR5A agonist assay, luminescence, cell-based. activation, % at 9.3 µM. 340,000 tested, 0.61% active. AID 504692; in the data active = activation mostly above about 9.5%, no sharp cut-off; inactive = mostly below about 7.6%;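 note: 0% = cells with vehicle only and 100% = reference agonist; strong numbers were not always called active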
PfHsp90 set2: inhibits growth of yeast expressing Plasmodium falciparum Hsp90; S. cerevisiae expressing PfHsp90, BacTiter-Glo ATP, 48 h; yeast lacking PDR1 and PDR3 efflux regulators; inhibition, % at 9.4 µM; 310,000 tested, 0.32% active; AID 504621;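 active = every replicate shows inhibition above about 80%, whatever the replicate mean, limit read from the data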;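 note: 0% = DMSO neutral controls and 100% = 20 µM radicicol positive controls; yeast relying on Plasmodium falciparum Hsp90 in place of its own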
MOR-DOR ag: agonists of human mu-delta opioid receptor heterodimerization; P35372+P41143; 340,000 tested, 0.3% active; activation, % at 9.3 µM; cells, OPRM1-OPRD1 heterodimerization, luminescence; AID 504326; in the data active = activation above about 18%;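 note: 0% = vehicle-treated cells and 100% = reference agonist; values of inactives mirror those of a sister screen read the other way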
Ecoli viability: bacterial growth inhibition, counter-screen for AddAB inhibitors; E. coli V3065 growth, OD600 absorbance, 18 h; inhibition, % at 11.9 µM; AID 449728; 330,000 tested, 0.27% active;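 active = inhibition above the campaign's mean inhibition across all tested compounds plus 3 SD, cut at about 9.9% in these data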;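 note: uninfected addAB+ strain grown without phage in ampicillin broth; 0% = DMSO wells and 100% = ciprofloxacin 0.95 µg/ml wells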
HTR5A inv ctr: inverse agonist of human HTR5A in OPRM1-OPRD1 counter-screen; AID 504634; inhibition, % at 9.3 µM; HTR5A cell line, luminescence, inverse agonism; P47898; 340,000 tested, 0.083% active; in the data active = inhibition mostly above about 23%, no sharp cut-off; inactive = mostly below about 18%;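 note: 0% = cells with DMSO and 100% = no-cell wells with DMSO; some compounds called inactive have numbers as strong as hits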
PKA-R1A activ: activates the PKA-R1A holoenzyme complex; AID 504707; activation, % at 11.4 µM; 340,000 tested, 0.083% active; PKA-R1A dissociation, Cy5-IP20 fluorescence polarization; scaled: DMSO 0%, 113 µM cGMP 100%; P00514+P68181;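 active = percent activation above the mean of all tested compounds plus 3 SD, cut at about 19% in these data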;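 note: higher means more PKAc released from R1A so a rise in polarization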
phage Ecoli inh: E. coli growth loss with phage present. inhibition, % at 11.9 µM. AID 651602. growth absorbance. 360,000 tested, 0.26% active; in the data active = inhibition above about 11%
Pemphigus Ab inh: blocks pemphigus antibody binding to human desmoglein-3. DSG3-coupled beads, scFv-anti-DSG3-GFP binding, flow cytometry; active compounds read low. 310,000 tested, 0.48% active. binding (percent of control), % at 10 µM. P32926. AID 588358;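 active = binding more than 3 SD below its plate's average and above zero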;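 note: hits lower antibody fragment binding to DSG3; some compounds called inactive have numbers as strong as hits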
Target sequence (P32926 whole entry, looked up, the tested form may be a part): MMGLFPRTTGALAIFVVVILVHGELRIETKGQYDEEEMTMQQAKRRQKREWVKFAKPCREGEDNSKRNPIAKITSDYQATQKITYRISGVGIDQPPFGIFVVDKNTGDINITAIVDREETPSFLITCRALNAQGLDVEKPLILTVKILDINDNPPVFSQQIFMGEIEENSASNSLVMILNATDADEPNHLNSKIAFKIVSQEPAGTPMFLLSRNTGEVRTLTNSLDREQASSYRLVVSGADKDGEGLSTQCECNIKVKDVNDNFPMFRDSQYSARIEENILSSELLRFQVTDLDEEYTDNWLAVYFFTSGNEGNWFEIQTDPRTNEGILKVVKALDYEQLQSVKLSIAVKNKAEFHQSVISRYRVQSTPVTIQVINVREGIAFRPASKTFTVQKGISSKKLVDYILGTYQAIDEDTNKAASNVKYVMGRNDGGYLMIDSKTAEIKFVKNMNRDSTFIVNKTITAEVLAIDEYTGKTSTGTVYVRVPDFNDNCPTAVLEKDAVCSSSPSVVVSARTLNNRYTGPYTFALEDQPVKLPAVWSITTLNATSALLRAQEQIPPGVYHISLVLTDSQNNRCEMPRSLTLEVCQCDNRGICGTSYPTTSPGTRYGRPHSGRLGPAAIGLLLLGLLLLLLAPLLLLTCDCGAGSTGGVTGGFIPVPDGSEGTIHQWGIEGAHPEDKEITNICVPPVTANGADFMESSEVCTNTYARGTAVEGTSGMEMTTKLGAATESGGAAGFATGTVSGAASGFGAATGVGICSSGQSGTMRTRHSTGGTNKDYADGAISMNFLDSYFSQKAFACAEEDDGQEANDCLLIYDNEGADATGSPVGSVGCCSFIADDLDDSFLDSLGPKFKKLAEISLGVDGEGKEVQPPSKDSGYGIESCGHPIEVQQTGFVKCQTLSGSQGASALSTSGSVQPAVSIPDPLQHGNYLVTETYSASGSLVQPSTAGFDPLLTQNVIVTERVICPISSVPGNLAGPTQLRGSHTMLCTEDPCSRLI
AddAB inh: less growth of phage-infected E. coli with AddAB. 330,000 tested, 0.29% active. E. coli expressing H. pylori AddAB, absorbance growth. inhibition, % at 11.9 µM. AID 435030; in the data active = inhibition above about 12%;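 note: 0% = vehicle wells of infected cells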
* = called active by the depositor; / = no result given.

SMILES	SUMO Mot1 rescue	OPRM1-OPRD1 inv	HTR5A ag	PfHsp90 set2	MOR-DOR ag	Ecoli viability	HTR5A inv ctr	PKA-R1A activ	phage Ecoli inh	Pemphigus Ab inh	AddAB inh
O=C(Cn1[nH]c(=O)c2ccccc2c1=O)OCC(=O)N1CCCc2ccccc21	/	22	-3	-10	-4.0	-1.6	-13	6	1.9	99	2.6
CSC1=NCCN1C(=O)c1ccc(Br)o1	-7	5	6	-8	-0.9	1.5	-15	-8	1.4	/	4.5
COCCCN(C(=S)Nc1ccc(C)cc1Cl)C(C)c1ccncc1 (stereo not given)	8	2	-2	-17	-0.4	2.0	4	-10	2.0	105	2.6
Cc1c(C)n(C(=O)CSc2nccn2C)c2ccccc12	103	3	-2	-76	-0.5	1.2	7	-2	1.9	95	1.8
CN(C(=O)CSc1nc2ccc(Cl)cc2[nH]1)C1CCS(=O)(=O)C1 (stereo not given)	14	4	9	3	-0.9	-0.3	-1	7	6.3	100	0.5
O=C(COc1ccc(F)cc1)Nc1nnc(C2CCCCC2)s1	-5	9	4	-8	-1.7	0.2	-16	-2	3.1	/	0.9
O=C1CCCC/C=C\C[C@H](CC(=O)N(CCO)Cc2ccccc2)C(=O)NC[C@H](c2ccccc2)O1	16	3	1	3	-0.4	0.3	7	-12	1.1	104	1.4
COc1ccc(OCC(=O)OCC(=O)N2C(C)CCCC2C)cc1 (stereo not given)	-3	-5	0	14	1.2	-3.0	1	-6	0.1	102	1.8
Cc1ccc(C2CC(c3cccs3)=NN2C(=O)c2ccco2)o1 (stereo not given)	388	2	-1	3	-0.4	-2.6	-18	6	5.5	92	-4.3
O=C(Nc1ccc(F)c(Cl)c1)c1nsc(Cl)c1Cl	0	-15	5	-25	3.0	-2.3	-7	7	-0.4	/	-1.1
Cc1cccc(NS(=O)(=O)c2ccc(C)c(C(=O)NCc3cccnc3)c2)c1	-8	4	-5	/	-0.8	1.4	17	4	0.6	92	0.2
Nc1c(NCc2ccccc2)c2ccccc2oc1=O	6	-23	-4	/	4.2	-1.2	8	-8	1.4	107	-1.1
CCSc1ccc2nnc(-c3ccc(F)cc3)n2n1	34	-6	1	-12	1.2	1.7	0	5	2.2	105	1.4
CCOC(=O)COc1cccc2c(=O)n(CC(=O)N3CCCCC3)ccc12	-16	1	2	-13	-0.2	-0.1	-1	7	4.4	95	-0.3
CC(C)(C)OC(=O)C[C@@H]1C/C=C\C[C@@H](CC(=O)NCCO)C(=O)N[C@H](Cc2c[nH]c3ccccc23)COC1=O	5	-2	0	42	0.4	0.3	-1	7	2.6	100	0.8
COc1cc(OC)cc(C(=O)N[C@H](C(=O)Nc2nc3c(s2)CCCC3)C(C)C)c1	-4	-13	-3	12	1.9	-2.9	14	-9	4.7	106	3.9
Cc1[nH]n(C(N)=S)c(=O)c1N=Nc1ccc(Cl)cc1Cl	-25	12	1	-41	-2.4	8.3	-5	-4	6.9	97	3.4
Cc1cccc(CSc2ccc(-c3cccs3)nn2)c1	2	-18	-2	19	3.4	0.3	-3	-4	1.2	113	0.5
OC(c1ccccc1)(c1ccccc1)C1CCN(C(=S)Nc2ccc(F)cc2)CC1	3	-1	10	8	0.2	3.2	0	-11	-0.2	104	5.1
Cc1ccc(CNC(=O)CCSCc2ccccc2F)cc1	18	12	0	-13	-2.5	-1.1	1	-16	1.4	96	-1.1
O=C(NCc1ccncc1)C(=O)N/N=C/c1ccccc1OCc1ccccc1	1	0	0	-46	0.1	1.2	13	4	2.6	101	5.0
CCOC(=O)N1CCC(NC(=O)CC2C(=O)NCCN2Cc2cccc(F)c2F)CC1 (stereo not given)	-19	0	-2	-6	0.0	1.2	4	-1	2.4	102	0.4
O=C(Nc1ccccc1Cl)C1CCN(Cc2cnn(-c3ccccc3)c2-n2cccc2)CC1	-22	-91	-1	4	14	0.7	4	9	0.1	/	2.5
COc1ccccc1CN1CC(C(=O)NCc2cc(C)on2)CCC1=O (stereo not given)	16	15	4	/	-2.6	-0.5	-14	6	1.6	/	1.6
Cc1ccnc(SCC(N)=O)n1	-10	3	1	4	-0.6	-0.2	-4	-7	0.1	104	1.2
Cc1cccc(OCCCC(=O)NNC(=O)CCN2CCN(c3ccccc3)CC2)c1	-17	2	-1	/	-0.4	-0.1	3	-1	5.6	97	0.5
Cc1ccc(S(=O)(=O)N(CC(=O)NCc2ccncc2)C2CCCCC2)cc1	-11	20	-3	2	-3.6	-2.5	-11	-3	-1.3	102	0.0
O=C(NCCc1cccs1)C(c1ccccc1)c1ccccc1	-10	9	2	-13	-1.8	-1.0	-29	-11	2.6	105	1.3
CCOC(=O)C1CCN(Cc2cccc(Oc3ccc(Cl)cc3)c2)CC1	30	-27	6	14	5.4	-2.4	-23	-8	2.5	115	3.7
O=C1NC(c2ccccc2)Cc2ccncc21 (stereo not given)	/	12	0	-3	-2.2	/	1	-6	4.6	116	/

Filtered by structure, those above with an NH in an aromatic ring.
SMILES	SUMO Mot1 rescue	OPRM1-OPRD1 inv	HTR5A ag	PfHsp90 set2	MOR-DOR ag	Ecoli viability	HTR5A inv ctr	PKA-R1A activ	phage Ecoli inh	Pemphigus Ab inh	AddAB inh
O=C(Cn1[nH]c(=O)c2ccccc2c1=O)OCC(=O)N1CCCc2ccccc21	/	22	-3	-10	-4.0	-1.6	-13	6	1.9	99	2.6
CN(C(=O)CSc1nc2ccc(Cl)cc2[nH]1)C1CCS(=O)(=O)C1 (stereo not given)	14	4	9	3	-0.9	-0.3	-1	7	6.3	100	0.5
CC(C)(C)OC(=O)C[C@@H]1C/C=C\C[C@@H](CC(=O)NCCO)C(=O)N[C@H](Cc2c[nH]c3ccccc23)COC1=O	5	-2	0	42	0.4	0.3	-1	7	2.6	100	0.8
Cc1[nH]n(C(N)=S)c(=O)c1N=Nc1ccc(Cl)cc1Cl	-25	12	1	-41	-2.4	8.3	-5	-4	6.9	97	3.4

(next part)
SMILES	SUMO Mot1 rescue	OPRM1-OPRD1 inv	HTR5A ag	PfHsp90 set2	MOR-DOR ag	Ecoli viability	HTR5A inv ctr	PKA-R1A activ	phage Ecoli inh	Pemphigus Ab inh	AddAB inh
O=C(NCC(c1cccnc1)N1CCN(c2ccccc2)CC1)OCc1ccccc1 (stereo not given)	41	-1	0	19	0.2	-0.2	11	-2	-0.6	108	-1.2
COc1ccc(CC(=O)NCc2ccccn2)cc1OC	2	14	-12	-24	-2.5	0.5	31	-7	2.1	108	1.7
O=C(COc1ccc2c3c(c(=O)oc2c1)CCCC3)N1CCN(c2ccc(F)cc2)CC1	-17	16	-1	5	-3.1	0.2	29	-13	1.9	103	1.4
NC(N)=NN=C(c1ccc(F)cc1)c1ccc(C(F)(F)F)cc1	/	-34	7	12	7.7	/	-27	10	2.7	94	/
Cc1ccc(COc2ccc(C(=O)NN)cc2)cc1	-8	-2	5	5	0.3	3.1	10	-7	7.9	110	3.0
Cc1cc(C(=O)N2CCN(S(C)(=O)=O)CC2)sc1-c1ccccc1	6	7	0	1	-1.3	2.2	15	-11	3.4	86*	-0.7
Cc1cc(N/C(=N\S(=O)(=O)c2ccc(Cl)cc2)c2ccc(F)cc2)no1	2	-20	5	12	3.3	-0.4	-13	-8	4.2	/	0.9
O=C(Nc1nc(-c2cccs2)c(-c2ccccc2)s1)c1ccco1	101	1	-4	-26	-0.1	0.8	15	1	1.3	107	-0.9
Cc1ccc(C)c(Oc2cc(F)nc(N)n2)c1	-11	12	0	2	-2.2	-0.2	0	1	0.7	93	-2.1
CCOc1cccc(OCCCCN2CCOCC2)c1	180	13	7	16	-2.4	-3.6	-18	-3	-0.9	/	-0.6

Sorted by value in phage Ecoli inh (rising): 3 of the compounds above
SMILES | SUMO Mot1 rescue | OPRM1-OPRD1 inv | PfHsp90 set2 | MOR-DOR ag | PKA-R1A activ | phage Ecoli inh | Pemphigus Ab inh | AddAB inh
CCOc1cccc(OCCCCN2CCOCC2)c1 | 180 | 13 | 16 | -2.4 | -3 | -0.9 | / | -0.6
O=C(COc1ccc2c3c(c(=O)oc2c1)CCCC3)N1CCN(c2ccc(F)cc2)CC1 | -17 | 16 | 5 | -3.1 | -13 | 1.9 | 103 | 1.4
Cc1cccc(OCCCC(=O)NNC(=O)CCN2CCN(c3ccccc3)CC2)c1 | -17 | 2 | / | -0.4 | -1 | 5.6 | 97 | 0.5

Shown as a hit in Pemphigus Ab inh, among the entries above:
| molecule | SUMO Mot1 rescue | OPRM1-OPRD1 inv | PfHsp90 set2 | MOR-DOR ag | PKA-R1A activ | phage Ecoli inh | Pemphigus Ab inh | AddAB inh |
| --- | --- | --- | --- | --- | --- | --- | --- | --- |
| Cc1cc(C(=O)N2CCN(S(C)(=O)=O)CC2)sc1-c1ccccc1 | 6 | 7 | 1 | -1.3 | -11 | 3.4 | 86* | -0.7 |

Looked up by compound from the list above:
SMILES	SUMO Mot1 rescue	OPRM1-OPRD1 inv	HTR5A ag	PfHsp90 set2	MOR-DOR ag	Ecoli viability	HTR5A inv ctr	PKA-R1A activ	phage Ecoli inh	Pemphigus Ab inh	AddAB inh
O=C(NCC(c1cccnc1)N1CCN(c2ccccc2)CC1)OCc1ccccc1 (stereo not given)	41	-1	0	19	0.2	-0.2	11	-2	-0.6	108	-1.2
CCOc1cccc(OCCCCN2CCOCC2)c1	180	13	7	16	-2.4	-3.6	-18	-3	-0.9	/	-0.6

Further structures follow.
SMILES	SUMO Mot1 rescue	OPRM1-OPRD1 inv	HTR5A ag	PfHsp90 set2	MOR-DOR ag	Ecoli viability	HTR5A inv ctr	PKA-R1A activ	phage Ecoli inh	Pemphigus Ab inh	AddAB inh
O=C(Nc1cc(-c2nc3ncccc3o2)ccc1Cl)c1ccc([N+](=O)[O-])o1	78	-18	-3	-16	3.3	7.5	8	4	0.7	116	8.4
COc1ccc(N2C(=O)C3CCCN3C2c2ccccc2Cl)cc1 (stereo not given)	-6	14	-6	-17	-2.8	-1.4	16	0	0.8	104	1.4
Cn1c(=O)cc(N2CCOCC2)[nH]c1=O	-11	14	-2	43	-2.3	-0.6	5	-4	1.7	95	-1.0
COc1cc(-c2ccc(NC(=O)c3ccc(C)cc3)c(OC)c2)ccc1NC(=O)c1ccc(C)cc1	/	-8	-2	/	1.3	/	4	6	-1.4	96	/
O=C(COC(=O)c1ccc(F)cc1F)NC(=O)Nc1ccc2c(c1)OCCO2	53	-20	8	2	4.8	0.7	-19	0	6.0	/	0.6
COc1ccc(-c2nc(SCC(=O)Nc3nccs3)c(-c3ccc(Cl)cc3)[nH]2)cc1	-7	4	5	-3	-0.8	-0.8	-31	-6	1.5	111	1.3
Cc1ccc(CNC(=O)CCc2nnc(Cc3ccc(-c4ccccc4)cc3)o2)o1	217	-14	6	-3	2.5	1.2	-14	-1	2.4	92	-1.2
CCOC(=O)C1=C(N)Oc2ccc3ccccc3c2C1c1ccc(O)c(OC)c1 (stereo not given)	-9	8	-1	-43	-1.6	/	3	-1	3.8	/	/

High-throughput results as filed in PubChem BioAssay.
